ARFGAP1 inhibitor: inhibitors of rat ARFGAP1; Q62848; Arfgap1-stimulated ARF1 GTP hydrolysis, GDP FP detection; inhibition, % at 16.5 µM; 360,000 compounds, 0.26% hits; AID 651572;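 active = inhibition above a per-plate limit, mean inhibition of low control wells plus 3 SD, cut at about 25% in these data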;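 note: 0% = DMSO wells with enzyme and 100% = wells lacking Arfgap1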
Target sequence (Q62848 1-136 limits assumed): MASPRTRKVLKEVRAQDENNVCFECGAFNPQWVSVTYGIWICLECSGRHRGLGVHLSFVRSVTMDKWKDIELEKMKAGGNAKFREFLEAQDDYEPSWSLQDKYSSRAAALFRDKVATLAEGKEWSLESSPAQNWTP
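Material: rat Arfgap1 GAP domain (His6, aa 1-136), purified enzyme. Also added: human ARF1(Δ1-17)-GTP substrate. Compound dosing: 16.5 µM single point, 1.26% DMSO. Timing: enzyme reaction 120 min at 25 °C after 20 min preincubation. Signal: GDP detection by fluorescence polarization. Read-out basis: percent inhibition of GAP-stimulated GDP formation, scaled between DMSO and no-Arfgap1 medians.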
PLCb3 inh: blocks human PLC-beta3 enzyme activity | Q01970 | Purified PLC-beta3, fluorogenic substrate, fluorescence | inhibition, % at 12.2 µM | 370,000 compounds, 0.18% hits | AID 720704; in the data active = inhibition above about 11%;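 note: 0% = median of compound wells on plate and 100% = full blocker control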
DDE Tn7 FP inh: disrupts Tn7 cyclic peptide binding to fibrin D-Dimer-E complex; FP displacement of FITC-Tn7 peptide from fibrin DD(E); 0% = median of compound wells per plate; inhibition, % at 8.3 µM; 370,000 compounds, 0.13% hits; AID 720508;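 active = inhibition above the mean of compounds falling within the control limits plus 3 SD of them, cut at about 14% in these data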;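 note: 0% = plate median of compound wells and 100% = 10 µM Aha-Tn7 peptide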
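assay system = human clot-derived fibrin DD(E) complex | quantity = Fibrin-DD(E) at 2 µM final | timing = 10 min preincubation, 3 h with tracer, room temperature | signal = fluorescence polarization | measure = percent inhibition | benchmarks = high control wells with 10 µM unlabelled Aha-Tn7 peptide (full inhibition) | replicates = singlicate testing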
proKLK7 act: activates the human kallikrein-7 zymogen | P49862 | purified proKLK7, EDANS-DABCYL substrate fluorescence; 100% is mature enzyme control, 0% vehicle | activation, % at 7 µM | 370,000 compounds, 0.9% hits | AID 652039;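 active = activation above the mean of all tested compounds plus 3 SD, computed per campaign excluding outliers beyond control limits, cut at about 13% in these data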
HGIII-sPLA2 inh: Blocks human group III sPLA2 activity; AID 743126; QFRET BODIPY PC-A2 liposome hydrolysis, fluorescence; Q9NZ20; 370,000 compounds, 0.56% hits; inhibition, % at 12.2 µM;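 active = inhibition above mean plus 3 SD of compounds lying within the high and low control bounds, cut at about 19% in these data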;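 note: 0% = median of test compound wells and 100% = no enzyme DMSO wells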
PLC-gamma1 inh: PLC-gamma1 (human) inhibition, primary screen | purified PLC-gamma1, fluorogenic substrate, fluorescence | inhibition, % at 12.2 µM | AID 720700 | 370,000 compounds, 0.84% hits | P19174; in the data active = inhibition above about 9.5%
UHRF1 MBD2 ctr: UHRF1 methyl-DNA binding inhibition; inhibition, % at 4.4 µM; UHRF1 binding to methylated oligo, TR-FRET; 370,000 compounds, 0.75% hits; Q96T88; in the data active = inhibition above about 21%;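 note: UHRF1 SRA domain binding a hemimethylated CpG hairpin DNA probe; 0% = median of test compound wells and 100% = reference inhibitor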
Target sequence (Q96T88 whole entry, looked up, the tested form may be a part): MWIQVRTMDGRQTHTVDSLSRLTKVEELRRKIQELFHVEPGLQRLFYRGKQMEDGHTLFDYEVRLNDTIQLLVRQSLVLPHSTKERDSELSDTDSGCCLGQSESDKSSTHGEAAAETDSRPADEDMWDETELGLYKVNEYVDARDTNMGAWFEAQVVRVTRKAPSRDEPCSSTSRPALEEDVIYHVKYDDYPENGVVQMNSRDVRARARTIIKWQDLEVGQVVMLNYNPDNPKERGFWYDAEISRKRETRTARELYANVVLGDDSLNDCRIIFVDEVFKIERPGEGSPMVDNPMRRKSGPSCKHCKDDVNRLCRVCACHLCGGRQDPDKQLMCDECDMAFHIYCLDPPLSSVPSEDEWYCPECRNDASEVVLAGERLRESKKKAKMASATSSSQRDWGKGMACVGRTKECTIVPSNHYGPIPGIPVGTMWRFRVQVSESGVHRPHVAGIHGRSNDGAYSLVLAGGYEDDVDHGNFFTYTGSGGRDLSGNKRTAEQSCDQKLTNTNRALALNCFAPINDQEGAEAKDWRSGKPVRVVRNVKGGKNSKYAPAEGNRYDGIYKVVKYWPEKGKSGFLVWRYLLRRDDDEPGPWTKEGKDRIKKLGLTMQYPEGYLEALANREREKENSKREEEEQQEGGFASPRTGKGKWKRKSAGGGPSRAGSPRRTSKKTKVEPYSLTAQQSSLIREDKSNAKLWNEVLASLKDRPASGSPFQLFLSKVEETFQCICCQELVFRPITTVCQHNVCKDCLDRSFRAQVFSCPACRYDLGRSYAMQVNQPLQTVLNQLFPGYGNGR
NR1D1 modulator: modulators of human Rev-erb alpha DNA binding. P20393. Rev-erbα–FITC-DNA binding, fluorescence polarization, 90 min. activity, % at 10 µM. 370,000 compounds, 0.79% hits;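 active = activity above about 14%, limit read from the data; passing the limit was not always enough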;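 note: 0% = DMSO wells with 35 nM protein and 100% = DMSO wells with 750 nM protein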
Tn6 DDE FP: inhibitors of Tn6 peptide binding to human fibrin DD(E); 370,000 compounds, 0.21% hits; inhibition, % at 8.3 µM; AID 720509; P02675; Fibrin DD(E) TRITC-Tn6 fluorescence polarization displacement;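 active = inhibition above a per-campaign cutoff: mean of compounds within control limits plus 3 SD, cut at about 15% in these data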;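 note: 0% = median of all compound wells on the plate and 100% = blocking peptide control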
ASAP1 GAP inh: inhibitors of human ASAP1 ArfGAP activity | 360,000 compounds, 0.19% hits | AID 624377 | Q9ULH1 | inhibition, % at 16.5 µM | ASAP1-stimulated ARF1 GTP hydrolysis, GDP FP detection; in the data active = inhibition above about 25%;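 note: 0% = vehicle with enzyme and substrate and 100% = no enzyme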
An asterisk follows results filed as active. Not a hit list. About 4.5% of those tested had a hit in this group.

SMILES	ARFGAP1 inhibitor	PLCb3 inh	DDE Tn7 FP inh	proKLK7 act	HGIII-sPLA2 inh	PLC-gamma1 inh	UHRF1 MBD2 ctr	NR1D1 modulator	Tn6 DDE FP	ASAP1 GAP inh
COc1ccc(C=NC(CO)C(O)c2ccc([N+](=O)[O-])cc2)cc1 (stereo not drawn)	-4	8	-1	0.0	9	3	1	4	6	6
CC1(C)CC(NCc2ccc3c(c2)OCO3)CCO1 (stereo not drawn)	-3	-1	1	0.8	-1	2	1	-5	2	0
CCOC(=O)C1(Cc2ccccc2Cl)CCN(C(=O)c2cc(C)on2)CC1	8	-9	-3	-0.1	-5	0	0	3	-1	7
Cc1oc(C(=O)Nc2ccc(C(=O)O)cc2)cc1COc1ccccc1	7	-4	2	-0.9	2	-1	2	1	-5	-8
COc1ccccc1/C=C1/C(=O)N(c2ccccc2)N=C1C	0	0	0	-0.1	10	28*	16	3	-6	-6
Cc1ccc(S(=O)(=O)N2CCCOC2CNC(=O)C(=O)NCc2ccco2)cc1 (stereo not drawn)	-8	2	4	0.2	4	-1	-1	6	6	-19
CN(C)/C=N/C1=C(C#N)C(c2cccs2)c2ccc3ccccc3c2O1 (stereo not drawn)	12	-101	-10	-13	-11	-65	-5	173*	-12	-4
Cc1ccccc1CCN1CCCC(CN(C)C(=O)c2ccc3ncccc3c2)C1 (stereo not drawn)	0	5	-1	-0.6	-9	0	1	4	2	13
C[C@@H]1C=C(C(=O)N2CCN(Cc3ccc4c(c3)OCO4)CC2)O[C@H](OCCCCO)C1	14	-1	0	0.2	-5	3	7	-1	-4	13
O=C(NNC(=O)c1cc2ccccc2cc1O)NC1CCCCC1	5	-111	-8	-1.6	14	-64	-4	-3	-3	6
Cc1ccc(NC(=O)CN(C)S(=O)(=O)c2cccc3cccnc23)cc1C	-11	2	3	0.8	-9	-1	-2	0	6	-2
O=C1CCN(Cc2ccccc2)C=C1c1ccc2ccccc2c1	-7	-8	-2	-0.2	-9	-3	0	0	1	0
COc1ccc(NC(=O)COc2cccc3c2CCN(Cc2cccnc2)C3=O)c(OC)c1	15	-4	-1	0.1	-7	-1	0	0	-4	-1
O=C(N/N=C/c1ccc(OCC(=O)N2CCCCC2)cc1)c1ccccc1	8	6	0	0.3	1	5	-1	4	-3	6
CCNC(=S)N(CCc1c(C)[nH]c2ccccc12)Cc1cc(OC)c(OC)c(OC)c1	7	1	1	-0.4	-12	2	-1	5	5	3
N=c1c(S(=O)(=O)c2ccc(Br)cc2)cc2c(=O)n3ccccc3nc2n1CCN1CCOCC1	5	-247	-3	-10	-2	-160	1	-2	-6	4
O=C1N=C(N2CCCC2)S/C1=C\c1cccc(Br)c1	-1	1	3	-0.4	-7	1	-6	0	0	7
Cc1ccnc(NC(=O)CCNS(=O)(=O)c2ccc(C)c(C)c2)c1	11	-5	-8	-0.1	1	2	1	-3	1	-2
COc1ccc([C@H]2C[C@H](n3cc(COC(=O)c4ccccc4)nn3)[C@@H](O)CN2Cc2cccs2)cc1	10	-6	-3	0.3	8	4	6	-6	-7	16
Cc1c(CN2CCN(CC(C)(C)C)C(CCO)C2)[nH]c2ccccc12 (stereo not drawn)	4	-15	-1	0.7	-12	-10	8	3	1	0
CC1(c2ccc3c(c2)OCCO3)NC(=O)N(CC(=O)c2ccc[nH]2)C1=O (stereo not drawn)	-8	-10	6	-0.1	-2	1	-1	-7	-8	2
O=C(c1ccc2c(=O)n(C3CCCC3)c(=S)[nH]c2c1)N1CCc2ccccc21	-6	3	-2	0.6	5	3	-2	13	4	3
NC(=O)C1c2ccccc2CSc2ccccc21 (stereo not drawn)	4	-1	8	-0.1	2	-4	1	0	6	4
Cc1ccc(S(=O)(=O)N2CCOCC2)cc1NC(=O)COC(=O)COc1ccccc1[N+](=O)[O-]	-7	-2	0	-0.4	13	5	0	3	3	0
O=C(Nc1nnc(S(=O)(=O)N2CCN(c3ccc(F)cc3)CC2)s1)c1ccco1	-6	-16	-1	-0.4	-4	-8	1	-4	7	5
CC(=O)C12CCCCC1CC1[C@@H]3CC(C)C4=CC(=O)CC[C@]4(C)C3CC[C@@]12C (stereo partly drawn)	-11	-4	2	0.4	-2	0	0	4	3	-3
CCN(CC)S(=O)(=O)c1ccc(Cl)c(NC(=O)c2ccncc2)c1	-6	1	-1	0.6	-1	-2	0	6	2	-5
Cc1ccc(NC(=S)NC2CC3CCCC(C2)N3Cc2ccco2)cc1 (stereo not drawn)	15	-5	-2	0.0	5	1	1	-3	-2	3
Cc1ccc(CSc2ccc(S(=O)(=O)N3CCCCC3)cn2)cc1	-3	0	-2	0.2	7	-3	-2	-1	12	3
CC(C)C(=O)Nc1ccc2oc(-c3cc(F)c(F)cc3Cl)nc2c1	2	-13	0	-0.1	14	-6	8	0	-12	4
Cc1ccc(-c2nc3ncccn3c2Nc2ccc3c(c2)OCO3)o1	1	-101	-1	-0.4	5	-79	-5	3	-2	0
COC(=O)c1ccccc1NC(=O)CN1CCc2ccccc2C1	1	-6	-7	0.2	-1	-2	0	5	5	-7
CC1CN(CCCSc2ccc(Cl)cc2)CC(C)O1 (stereo not drawn)	3	-2	0	-0.4	-2	0	0	0	4	1
O=C(CSc1n[nH]c(=O)n1Cc1ccccc1)Nc1ccc(N2CCOCC2)cc1	4	-1	-9	-0.3	6	7	2	-5	-6	-6
Cc1ccc(C)n1-c1ccc(NC(=O)c2ccccc2)cc1	-3	-6	-4	0.1	5	-1	5	-3	2	2
Cc1noc(-c2ccccc2)c1NC(=O)Nc1ccccc1	3	-8	5	0.8	-2	1	2	-6	-3	-17
CC1=C(C(=O)N(C(C)C)C(C)C)CC(CC(=O)NC2CCCC2)C(=O)N1CCCN1CCCC1=O (stereo not drawn)	1	-2	-2	0.6	6	1	1	-7	-6	0
COc1cccc(C(=O)Nc2ccc3nc(N4CCOCC4)cc(C)c3c2)c1	11	-29	4	1.1	-3	-24	-2	-6	-5	1
COC(=O)c1cc(NC(=O)C2COc3ccccc3O2)cc(C(=O)OC)c1 (stereo not drawn)	19	-9	-5	-0.4	-16	-1	4	-4	-14	4
CC(=O)Nc1ccc(S(=O)(=O)N=S(C)(C)=O)cc1	7	1	0	-0.4	-1	3	4	-4	-15	4
CCC(CC)c1nnc(NC(=O)C2COc3ccccc3O2)s1 (stereo not drawn)	0	2	-1	0.2	-8	4	-3	-5	-3	18
CCCCN(Cc1ccco1)C(=O)c1cc2c(=O)[nH]c3ccc(C)cc3c2s1	-11	-63	-2	-4.4	-9	-54	-1	5	-1	-3
NCC(c1ccccc1)c1c[nH]c2ccccc12 (stereo not drawn)	0	-5	-7	-0.6	0	0	2	0	-3	3
COc1ccc(N/N=C2/CCCCC2=O)cc1	12	-15	-1	0.5	13	-5	4	-1	-5	11
COc1ccc(CNC(=O)C2(C)Cc3c(-c4ccc5c(c4)OCO5)ccnc3O2)cc1OC (stereo not drawn)	9	-5	6	0.4	2	-6	-8	-1	1	11

Structures listed above that bear a hit mark in PLC-gamma1 inh.
SMILES	ARFGAP1 inhibitor	PLCb3 inh	DDE Tn7 FP inh	proKLK7 act	HGIII-sPLA2 inh	PLC-gamma1 inh	UHRF1 MBD2 ctr	NR1D1 modulator	Tn6 DDE FP	ASAP1 GAP inh
COc1ccccc1/C=C1/C(=O)N(c2ccccc2)N=C1C	0	0	0	-0.1	10	28*	16	3	-6	-6

Returning to the listing; the 2 compounds before the break are reprinted first.
SMILES	ARFGAP1 inhibitor	PLCb3 inh	DDE Tn7 FP inh	proKLK7 act	HGIII-sPLA2 inh	PLC-gamma1 inh	UHRF1 MBD2 ctr	NR1D1 modulator	Tn6 DDE FP	ASAP1 GAP inh
COc1ccc(N/N=C2/CCCCC2=O)cc1	12	-15	-1	0.5	13	-5	4	-1	-5	11
COc1ccc(CNC(=O)C2(C)Cc3c(-c4ccc5c(c4)OCO5)ccnc3O2)cc1OC (stereo not drawn)	9	-5	6	0.4	2	-6	-8	-1	1	11
Cn1c(-c2sc3cc(C(F)(F)F)cnc3c2-c2cccnc2)n[nH]c1=S	7	-12	2	-2.6	18	-11	-1	3	8	6
CCc1cccc(NC(=O)CCCN2C(=O)C(c3ccccc3)Oc3cccnc32)c1 (stereo not drawn)	3	-4	0	0.3	-23	2	-3	1	-4	0
Cc1ccc([N+](=O)[O-])c(OCCCN2CCC(Cc3ccccc3)CC2)c1	-5	0	3	-0.7	-6	3	0	-1	9	-4
O=C1CC(c2ccc3c(c2)OCCO3)Oc2ccc([N+](=O)[O-])cc21 (stereo not drawn)	-3	-7	-1	-0.7	9	-1	2	5	-6	-6
CCCC(=O)NC(C)c1nc2ccccc2[nH]1 (stereo not drawn)	11	2	-2	-0.4	-3	3	0	2	3	5
CCOC(=O)c1c(NC(=S)Nc2ccccc2)sc2c1CC(C)(C)SC2	3	-8	-3	1.3	-2	-7	-2	-1	-4	6
Cc1cc(NC(=O)CSc2nc(C(C)C)nc3sc4c(c23)CCC(C)C4)no1 (stereo not drawn)	8	6	-1	-0.2	-1	4	1	58*	1	-9
CC(C)c1ccc(NC2CCCN(C(=O)CCN3Cc4ccccc4C3=O)C2)cc1 (stereo not drawn)	1	-7	-9	-0.2	0	2	3	-6	1	2
[O-][n+]1ccc(OCc2ccccc2)cc1	3	0	-2	0.5	-1	0	-1	5	-2	3
CC(=O)Nc1ccccc1Sc1ccc2c3c(cccc13)C(=O)N(c1ccc(C)cc1)C2=O	-3	-91	-4	-0.4	-6	-81	22*	-17	-3	-4
Cn1ccc2c(N3CCCCCC3)cc3c(c21)C1CCC3O1 (stereo not drawn)	6	-43	-2	-0.5	8	-32	-4	-6	7	-7
CCOC(=O)Cc1csc(NS(=O)(=O)c2ccc(F)cc2)n1	-2	1	-2	-0.2	-11	-2	0	-3	6	-6
O=C(COC(=O)CCC(=O)c1cccs1)Nc1cccc(F)c1	0	-9	-2	0.5	7	2	-1	0	1	-10
CCNC(=O)c1c(NC(=O)C2COc3ccccc3O2)sc2c1CCCC2 (stereo not drawn)	-7	3	4	-0.3	4	-1	-1	3	-1	-5
CC(C)(C)OC(=O)N1CCC(NC(=O)c2nc[nH]c2C(=O)N2CCc3ccccc3C2)CC1	1	1	6	0.4	0	-2	-6	1	5	5
C=CCN1C(=O)c2ccccc2NC1c1ccc(Br)s1 (stereo not drawn)	0	-31	-4	-0.6	-1	-17	1	2	-2	-1
CCCCN(C(=O)c1ccc(S(=O)(=O)N2CCC(C)CC2)cc1)C1CCS(=O)(=O)C1 (stereo not drawn)	6	-4	-1	0.4	3	4	-1	0	-4	1
C=CCn1c(SCc2cc(C(=O)OC)c(C)o2)nnc1-c1ccncc1	-1	-14	-1	0.3	6	-7	-2	6	1	3
CCCCCCC(=O)N1C/C=C\C(c2ccc(OC)cc2)N(Cc2ccc(F)cc2)C(=O)[C@H]1Cc1ccccc1 (stereo partly drawn)	-5	3	5	0.9	-8	3	-1	-1	-6	-1

Screens (PubChem)
